S1P4 agonist – agonists of human S1P4 receptor | AID 1509 | 220,000 tested, 0.35% active | S1P4-expressing cell line, agonist reporter assay | activation, % at 4.98 µM | O95977; in the data active means activation above about 11%;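 further: 0% = DMSO vehicle and 100% = reference agonist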
BaF3 tox – reduces parental Ba/F3 cell viability, JAK2V617F counter-screen; inhibition, % at 5.6 µM; 220,000 tested, 1.1% active; AID 1486; CellTiter-Glo ATP luminescence;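 active means inhibition above a per-campaign cutoff, the mean inhibition of all tested compounds plus 3 SD, cut at about 27% in these data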;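 further: 0% = DMSO wells and 100% = JAK Inhibitor I control wells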
NPY1 pot ag – potentiators or agonists of human neuropeptide Y receptor Y1; P25929; NPY-Y1 expressing cells, potentiator/agonist activation; activation, % at 3.6 µM; 220,000 tested, 0.37% active; AID 1304; in the data active means activation above about 33%, passing the limit was not always enough;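 further: cells stimulated with NPY at EC10 then isoproterenol at EC100; 0% = low agonist plus stimulus and 100% = saturating agonist plus stimulus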
Target sequence (P25929 whole entry, looked up): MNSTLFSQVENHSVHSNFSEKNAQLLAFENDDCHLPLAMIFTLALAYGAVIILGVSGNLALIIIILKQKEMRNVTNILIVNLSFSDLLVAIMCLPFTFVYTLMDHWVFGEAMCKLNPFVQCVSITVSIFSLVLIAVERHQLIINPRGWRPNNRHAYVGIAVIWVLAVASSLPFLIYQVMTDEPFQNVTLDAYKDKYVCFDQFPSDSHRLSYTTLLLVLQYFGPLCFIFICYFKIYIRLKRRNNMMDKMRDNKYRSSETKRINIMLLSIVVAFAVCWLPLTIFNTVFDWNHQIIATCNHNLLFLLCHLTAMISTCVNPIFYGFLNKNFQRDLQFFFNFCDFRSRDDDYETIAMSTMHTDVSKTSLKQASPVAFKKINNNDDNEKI
NPY-Y2 PAM-ag – human NPY-Y2 potentiation or agonism, primary screen | P49146 | cells expressing NPY-Y2, potentiator/agonist read-out | activation, % at 3.6 µM | 220,000 tested, 0.45% active | AID 1359; in the data active means activation above about 27%;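 further: cells stimulated with NPY near EC25 plus isoproterenol at EC100; 0% = vehicle plus submaximal agonist and 100% = vehicle plus saturating agonist; some results beyond the cut were filed as inactive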
p47phox inh – inhibitors of human p47phox binding | P14598 | 220,000 tested, 0.53% active | inhibition, % at 24.7 µM | p47phox/p22phox peptide binding, fluorescence polarization, 2 h;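 active means inhibition above about 30%, limit read from the data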;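 further: 0% = p47phox with labelled peptide and 100% = labelled peptide alone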
Target sequence (P14598 whole entry, looked up): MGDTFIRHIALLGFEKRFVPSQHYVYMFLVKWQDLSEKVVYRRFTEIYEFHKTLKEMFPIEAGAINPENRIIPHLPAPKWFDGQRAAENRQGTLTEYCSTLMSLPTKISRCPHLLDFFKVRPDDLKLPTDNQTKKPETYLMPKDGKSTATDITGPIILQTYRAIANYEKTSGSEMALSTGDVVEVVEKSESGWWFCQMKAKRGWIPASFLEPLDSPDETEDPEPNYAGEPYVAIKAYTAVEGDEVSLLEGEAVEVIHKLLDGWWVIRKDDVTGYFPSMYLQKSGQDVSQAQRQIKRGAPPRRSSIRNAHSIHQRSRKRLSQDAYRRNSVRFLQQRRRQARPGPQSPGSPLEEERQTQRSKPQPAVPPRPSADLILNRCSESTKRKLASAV
Ba/F3 V617F tox – loss of viability in JAK2V617F-driven Ba/F3 cells | Ba/F3 EpoR-JAK2V617F viability, ATP luminescence | inhibition, % at 5.6 µM | 220,000 tested, 1.1% active;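 active means inhibition above the campaign mean plus 3 SD over all tested compounds, cut at about 24% in these data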;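 further: cytokine-independent growth of Ba/F3 cells driven by EpoR plus mutant JAK2; 0% = DMSO-treated cells and 100% = JAK inhibitor I control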
NPY Y1 blocker – NPY-Y1 (human) receptor antagonism; HEK293-CNG Y1 cells, membrane potential fluorescence; NPY at EC95, then isoproterenol; inhibition, % at 3.6 µM; P25929; AID 1040; 200,000 tested, 1% active;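 active means inhibition above the campaign mean inhibition of all tested compounds plus 3 SD, cut at about 20% in these data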;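 further: 0% = DMSO wells given NPY plus isoproterenol and 100% = isoproterenol alone without NPY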
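Material: HEK293 Y1/CNG channel cell line | Also added: NPY (25 nM), isoproterenol (1 µM), Ro 20-1724 (25 µM) | Compound: One concentration, 3.6 µM, in 0.4% DMSO | Schedule: 3 h dye uptake, 1 h room-temperature compound, 45 min post-isoproterenol | Signal: Membrane-potential fluorescent dye readout | Read-out: % inhibition of NPY effect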
S1P4 antagonist – human S1P4 receptor antagonism | inhibition, % at 4.98 µM | 220,000 tested, 0.26% active | S1P4-expressing cells, antagonist mode, reporter read-out; in the data active means inhibition above about 29%;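 further: 0% = wells stimulated with agonist and 100% = vehicle wells without agonist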
CHOP inhibitor – CHOP inhibition in unfolded protein response. CHO-K1 CHOP-promoter luciferase, tunicamycin-induced, 15-18 h. inhibition, % at 10 µM. 220,000 tested, 3.8% active. AID 2732;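 active means compounds that reduced the stress-induced luciferase reporter signal by more than about 70% of percent inhibition, limit read from the data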;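 further: 0% = tunicamycin plus vehicle and 100% = wells without tunicamycin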
* = called active by the depositor; / = no result given. Random draw from the library; any-hit rate near 7.1%.

SMILES	S1P4 agonist	BaF3 tox	NPY1 pot ag	NPY-Y2 PAM-ag	p47phox inh	Ba/F3 V617F tox	NPY Y1 blocker	S1P4 antagonist	CHOP inhibitor
COC(=O)COc1ccc(C2NC(=O)NC(C)=C2C(=O)NCc2ccccc2)cc1OC (stereo not given)	4.9	9	6	-16	4	4	1	0	0
Cc1nc([N+](=O)[O-])cn1CC(=O)Nc1ccc2c(c1)OCO2	1.4	2	-5	-19	-3	0	-4	-5	2
COCCCNC(=O)c1cccc2c(=O)c(C)c(-c3ccccc3)oc12	-0.2	8	-51	-5	-7	1	7	0	11
COc1cccc(C(=O)Nc2nc3ccc(S(C)(=O)=O)cc3s2)c1	1.2	6	6	-4	-7	4	1	-8	8
N#C/C(=C\c1ccccc1)c1ccccn1	0.6	-1	5	6	-1	2	-3	-12	10
CCOC(=O)c1cn(CC)c2ccc(Br)cc2c1=O	0.3	4	-4	0	11	2	0	2	-5
O=S(=O)(c1ccccc1Br)N1CCC(O)(c2cccnc2)CC1	0.0	7	7	7	1	4	2	-1	3
CCOc1ccccc1N1CC(C(=O)N2CCc3ccccc32)CC1=O (stereo not given)	0.2	7	-10	10	-14	3	1	-21	-11
CC(=O)c1cccc(N2C(=O)C3C(C(=O)Nc4cc(C)on4)C4(C)C=CC3(O4)C2C(=O)NC(C)(C)C)c1 (stereo not given)	-0.5	7	6	-1	-4	1	5	0	2
O=c1oc2c3c4c(cc2s1)CCCN4CCC3	1.6	5	18	-3	1	3	-3	0	45
CCCn1nnc(NC(=O)c2ccc3c(c2)OCO3)n1	-0.9	3	-3	-5	-3	6	/	-12	-8
CCOc1ccccc1NC(=O)COC(=O)CN(C)S(=O)(=O)c1ccc(C)cc1	-2.0	7	-28	-10	-5	2	-1	-1	34
CCOC(=O)Cn1cnc2sc3c(c2c1=O)CCC3	1.3	2	-6	-6	-8	-2	1	-24	6
O=C(O)CC/C(=N\NC(=O)CNC(=O)/C=C/c1ccccc1)c1ccccc1	0.5	0	7	-11	-3	-4	/	3	-1
CCC/C(O)=C1\C(=O)CCCC1=NCCc1ccc(OCC)c(OCC)c1	0.8	6	7	-5	21	0	0	-13	25
CC(C)=NOc1nc(N2CCOCC2)nc(N2CCOCC2)n1	-1.1	-3	-3	9	-1	0	/	-19	-16
CCOC(=O)Cc1csc(NC(=O)c2ccc(Cl)nc2)n1	1.7	4	-10	-7	-11	-1	-4	-12	54
CCc1c(C)nc2cc(-c3ccc(OC)c(OC)c3)nn2c1NCC1CC1	-3.1	2	-24	5	-20	-3	1	3	60
COC(=O)C(NC(=O)c1ccco1)(Nc1ccc(Br)cn1)C(F)(F)F (stereo not given)	-0.7	-3	6	8	-8	-4	4	8	33
CN(C)C(=O)CN1CCN(C(=O)CCl)CC1	-0.4	3	-1	-8	-7	2	-5	9	0
Cn1c(N)c(C(=O)CCl)c(=O)n(C)c1=O	-0.6	2	4	-1	-24	-3	3	12	-51
O=C(NCc1ccccc1)C1CC(=O)N(C2CCCCCC2)C1 (stereo not given)	1.0	4	-7	6	-10	1	0	-10	-13
CCOC(=O)NNC(=O)CCn1c2c(c3ccccc31)CCCC2	-0.9	-8	21	-2	-6	0	/	-7	38
NC(=O)CN1CCN(C(=O)Nc2ccccc2)CC1	0.0	7	2	6	-8	1	0	-14	-5
CCc1nnc(NC(=O)CN2CCN(c3nc(-c4ccccc4)cs3)CC2)s1	2.1	4	24	-2	-15	2	-7	-3	56
O=C(CSc1nnc(-c2ccc(Br)cc2)n1CCc1ccccc1)NC1CCS(=O)(=O)C1 (stereo not given)	5.3	4	-15	11	-17	-2	-5	-13	0
O=Nc1c2nc3ccccc3n(O)c-2c2ccccc12	-1.2	9	4	20	-10	1	0	2	-19
COc1ccc(NS(=O)(=O)c2cccc3nsnc23)cc1OC	1.9	7	-8	-6	0	-1	-2	-78	14
N#Cc1cc(C(=O)c2cc(Cl)ccc2O)cn(CC2CCCO2)c1=O (stereo not given)	-0.5	13	1	-9	-5	5	-2	-8	32
COc1ccc(-c2[nH]ncc2CNCC(C)(C)N2CCOCC2)cc1F	0.2	10	-3	-3	4	3	4	9	2
CN(C)c1ccc(C(=O)c2ccccc2)cc1	-0.8	7	4	3	-4	4	0	4	51
Cc1ccc(-c2csc3nnc(SCc4csc(C)n4)n23)cc1	1.3	5	-6	-3	-3	2	-2	-6	6
CCOCCCn1c(NN)nc2ccccc2c1=O	1.7	2	7	27	-6	-5	0	7	11
CC(C)CC1NC(=O)N(CC(=O)N2CCCc3ccccc32)C1=O (stereo not given)	-1.2	-1	-3	-3	0	-1	-2	-7	7
Cc1ccccc1-c1nn(-c2ccc(F)cc2F)cc1CNCC(C)O (stereo not given)	1.1	6	0	0	-4	-2	3	-22	3
CCOC(=O)N1CCN(S(=O)(=O)c2ccc(OCC(=O)OC)c(Cl)c2)CC1	-1.4	6	-19	-16	1	1	-3	-2	1
CC(C)c1ncc(S(=O)(=O)c2ccc(C(F)(F)F)cn2)c(N)n1	-0.6	0	19	11	-8	-2	/	6	32
O=C(Nc1nc2ccsc2c(=O)s1)c1ccc(Cl)cc1	1.1	-1	6	-24	-15	0	/	-21	30
OCC1(Cc2ccccc2Cl)CCN(C/C=C/c2ccccc2)CC1	1.7	2	-22	-29	-4	-2	27*	-14	29
COc1ccccc1N1CN(CCc2ccccc2)CNC1=S	-1.1	-1	10	-6	-18	-4	/	-26	10
O=S(=O)(Nc1ccc(N2CCCCC2)cc1)c1ccc(F)cc1	1.3	0	7	-6	-3	-2	/	-12	3
CCC(c1nnnn1Cc1ccc(OC)cc1)N1CCN(c2ccc(OC)cc2)CC1 (stereo not given)	1.3	8	14	8	-7	-3	5	-14	-4
CCCCCc1c(C)nc(Nc2ccccc2)[nH]c1=O	0.6	1	-6	-8	-23	-2	-9	-1	104*
N#Cc1c(-c2ccccc2)nc(SCC(=O)N(c2ccccc2)c2ccccc2)[nH]c1=O	-1.8	1	-21	6	-15	-4	2	-6	-17
CC1(C)CC(N(Cc2ccccc2)C(=O)Cc2ccccc2)CCO1 (stereo not given)	-0.2	7	-6	1	-10	4	7	-3	-17
CCN(c1ccccc1)S(=O)(=O)c1ccc(OC)c(NC(=O)CNCCc2ccccc2)c1	-0.3	17	-11	-11	-10	4	9	-8	14
N/C(=N/S(=O)(=O)c1ccccc1)c1cccc([N+](=O)[O-])c1	0.5	2	14	13	-6	-3	-1	10	16
O=c1c2oc3ccccc3c2ncn1Cc1ccccc1Cl	-1.7	5	-12	7	-9	2	-3	14	-18
O=C(CSc1nccn1-c1ccccc1)NCc1ccc2c(c1)OCO2	-2.5	1	-3	-8	1	-2	-2	7	20
CCN1CCN(c2nc(C)c3c(n2)CCCC3=O)CC1	-0.6	6	18	4	-9	0	4	-1	2
Cc1c(C(=O)NCc2ccccn2)oc2ccccc12	0.0	4	-15	-1	-10	-2	-3	-22	60
O=C(CCCN1C(=O)c2cccc3cccc(c23)C1=O)NCc1cccs1	-0.4	9	-4	-14	-2	6	8	-2	-6
Cc1ccsc1/C=N/NC(=O)CN1CCN(S(=O)(=O)c2ccc(Br)cc2)CC1	-0.1	7	-11	-5	-2	5	5	-23	38
COc1ccc(/C=N/NC(=O)c2ccc(CSc3nc(C)cc(C)n3)cc2)c(OC)c1OC	0.2	6	-11	16	-4	0	3	-7	33
CCCCOC(=O)C1Cc2ccccc2C(=O)O1 (stereo not given)	-0.3	4	5	4	-1	-1	-2	0	16
CCOC(=O)Cc1c(C)nc2cc(-c3ccc(C)cc3)[nH]n2c1=O	-1.3	0	14	24	-20	-5	-9	-18	-10
CCOc1ccc(CC(=O)NNC(=S)Nc2ccccc2)cc1Br	1.6	1	14	3	-17	-4	5	-12	8
Cc1cc(C(=O)CN2C(=O)NC(c3ccccc3)(c3ccccc3)C2=O)c(C)n1Cc1ccco1	-1.9	6	13	16	-31	1	9	-37	26
CCOC(=O)/C=C1\SCC(=O)N1CC(=O)NCc1cccc(Cl)c1	1.1	7	-6	-1	-37	1	3	-17	1
CC(=O)Nc1cccc(CNCc2cccc(NC(C)=O)c2)c1	-0.2	2	14	6	14	-1	-3	-2	14

Of the compounds above, 2 contain a CF3 group:
SMILES	S1P4 agonist	BaF3 tox	NPY1 pot ag	NPY-Y2 PAM-ag	p47phox inh	Ba/F3 V617F tox	NPY Y1 blocker	S1P4 antagonist	CHOP inhibitor
COC(=O)C(NC(=O)c1ccco1)(Nc1ccc(Br)cn1)C(F)(F)F (stereo not given)	-0.7	-3	6	8	-8	-4	4	8	33
CC(C)c1ncc(S(=O)(=O)c2ccc(C(F)(F)F)cn2)c(N)n1	-0.6	0	19	11	-8	-2	/	6	32

(further entries)
SMILES	S1P4 agonist	BaF3 tox	NPY1 pot ag	NPY-Y2 PAM-ag	p47phox inh	Ba/F3 V617F tox	NPY Y1 blocker	S1P4 antagonist	CHOP inhibitor
O=C(NCCCN=C1NS(=O)(=O)c2ccccc21)c1ccncc1	0.1	1	6	8	5	-4	6	10	-4
CC(C)NC(=O)NC(=O)COC(=O)CCCSc1nc2ccccc2s1	-1.4	1	-21	-3	7	-2	3	-15	17
COc1ccc(NC(=O)N2CCOCC2)cc1OC	1.4	-1	-6	-1	-3	-5	1	-14	-11
CCOC(=O)Cc1cc(-c2ccc(F)cc2)nc2ccc3ccccc3c12	0.8	2	-10	2	-2	1	1	-20	20
Cc1nc(N2CCN(c3ccccn3)CC2)c2c(C)c(C(=O)Nc3ccc(F)cc3)sc2n1	1.9	3	-21	-1	-7	2	1	-7	32
O=C(CSc1n[nH]c(-c2ccncc2)n1)NCCc1ccccc1	-1.0	2	-37	-22	0	-3	3	-18	15
CCn1c(Cc2ccccc2)nnc1SCC(=O)N1CCCCC1	2.1	1	3	17	-7	0	5	-19	-20
C/C(=N/NC(=O)c1ccc(C)s1)c1cccc(NC(=O)COc2ccc(Cl)cc2Cl)c1	0.5	4	-13	4	-2	-6	-1	-11	42
CC(=O)N1CCc2cc(S(=O)(=O)N3CCc4ccccc4C3)ccc21	2.5	4	16	-13	-8	-3	0	-15	34
CCOC(=O)c1c(C)nc2sc3c(=O)n(-c4ccc(OC)cc4)cnc3c2c1-c1ccc(OC)cc1	1.8	-3	-4	-8	-6	-1	-1	-2	35
CC(C)(C)NC(=O)CSc1n[nH]c(=O)n1-c1ccccc1	1.4	0	17	0	-3	-1	5	-41	-7
O=C(c1ccco1)N1CCCN(Cc2nc(Cc3ccccc3)no2)CC1	2.7	0	2	-9	5	-7	1	6	1
O=C(N/N=C/c1ccc2c(c1)OCO2)c1ccc(COc2cccc3cccnc23)cc1	0.0	11	1	1	-5	4	0	-8	-12
CCOC(=O)Cn1c2ccccc2n2nc(CCC(=O)O)c(=O)nc12	3.7	4	-18	1	-5	0	5	-6	8
O=C(Nc1ccc(S(=O)(=O)N2CCOCC2)cc1)c1ccc(Cl)s1	2.2	2	-7	3	-11	2	-9	-20	66
CCOC(=O)CN(C(=O)COc1ccc2c(C)cc(=O)oc2c1)c1ccc(OCC)cc1	0.1	3	-1	2	0	-6	3	-10	6
CCOc1ccc(N=C2NC(=O)/C(=C/C(=O)OC)S2)cc1	-0.5	4	9	3	-6	-1	7	2	-27
O=C(c1ccc2nc3ccc(Cl)cc3c(=O)n2c1)N1CCOCC1	2.1	0	2	8	2	2	2	-19	12
Cc1cc(C)cc(N(CC(=O)Nc2ccc(-c3nc4ccc(C)cc4s3)cc2)S(C)(=O)=O)c1	0.6	9	-15	0	-24	3	-1	-3	52
CCN(C(=O)CSc1nnc(-c2cccs2)n1CC)C1CCS(=O)(=O)C1 (stereo not given)	-0.8	-5	11	13	-21	0	/	-2	-14

High-throughput results as filed in PubChem BioAssay.
